Bioassay records deposited in PubChem by National Center for Advancing Translational Sciences (NCATS).
G9a block: qHTS Assay for Inhibitors of Histone Lysine Methyltransferase G9a | Potency, µM (highest dose often 102 µM), for inactives: at the highest dose activity, negative = inhibition, usual class: inhibitors | hit rate 8.8% among 350,000 | AID 504332, 2011 | G9a H3K9 monomethylation, AlphaScreen, 2 h | Histone-lysine N-methyltransferase EHMT2 (Homo sapiens), Q96KQ7; also: potency is read from the fitted curve at half-maximal effect; % is scaled to controls: 0 for no effect and ±100 for the full control effect; nearly all actives have a fitted effect of over 75% in size
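Enzyme 20 nM + cpd, 15 min RT; add b-H3K9 pep 500 nM / SAM 20 uM; 2 h RT; anti-H3K9me1 Ab 0.5 ug/mL + SA donor / anti-rabbit acceptor beads 20 ug/mL each, 10 min; AlphaScreen read.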
HP1b binding inh: HTS for Inhibitors of HP1-beta Chromodomain Interactions with Methylated Histone Tails | Potency, µM (highest dose often 114 µM), without a hit: at the top dose activity change, negative = inhibition, hits mostly inhibitors | hit rate 0.56% among 390,000 | AID 540317, 2011 | Chromobox protein homolog 1 (Homo sapiens), P83916 | AlphaScreen HP1-beta / biotin-H3K9me3 peptide binding; also: potency is read from the fitted curve at half-maximal effect; nearly all actives have a fitted effect of over 70% in size; inactives centre near 23
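HP1-beta protein (50 nM final) preincubated 30 min at room temperature with biotinylated H3(1-18)K9me3 peptide (50 nM) in PBS pH 7.4, 0.01% Tween-20, then compound added for 30 min. AlphaScreen streptavidin donor/nickel chelate acceptor beads (10 ug/mL final), 30 min dark, luminescence read.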
Tb PGK inh: qHTS Assay to Find Inhibitors of Phosphoglycerate Kinase; Phosphoglycerate kinase, glycosomal (Trypanosoma brucei brucei), P07378; PGK/GAPDH coupled, Kinase-Glo luminescence, 60 min; Potency, µM (series often up to 57.5 µM), for the others: at the highest dose activity change, negative = inhibition, hits mostly inhibitors; hit rate 0.043% among 380,000; also: potency is read from the fitted curve at half-maximal effect; % is scaled to controls: 0 for no effect and ±100 for the full control effect; nearly all actives have a fitted effect of over 60% in size
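Luminescent ATP detection (Kinase-Glo Plus) follows a 60-minute room-temperature incubation, with wells lacking PGK as controls. Buffer: 100 mM TEA (pH 7.6), 5 mM MgCl2, 0.01% Tween-20. Coupling enzyme GAPDH (100 nM final) supplies unstable 1,3-BPG in-well.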
Pin1 inh: qHTS Assay to Find Inhibitors of Pin1. Peptidyl-prolyl cis-trans isomerase NIMA-interacting 1 (Homo sapiens), Q13526. Pin1 FP peptide displacement, HiFluor488, 10 min. Potency, µM (top dose mostly 115 µM), inactives show at the highest dose activity, negative = inhibition, most hits filed as inhibitors. hit rate 0.009% among 390,000; active = well fitted inhibition curve with a large enough effect in the polarisation, with a control signal flat, not every such curve was filed as active; inconclusive = small, poorly fitted or top-dose-only effect, or effect the other way, or a change in a side signal; inactive = no such curve, though single readings can be large or run the other way; the % refers to the polarisation; also: potency is read from the fitted curve at half-maximal effect; % is scaled to controls: 0 for no effect and ±100 for the full control effect
ERG Ets-DNA blk: qHTS for Small Molecule Inhibitors of the ERG Ets/DNA interaction; Transcriptional regulator ERG (Homo sapiens), P11308; fluorescence polarization, His-ERG Ets domain / labelled DNA; Potency, µM (top dose mostly 76.9 µM), without a hit: top-dose FP activity, negative = inhibition, actives largely listed as inhibitors; hit rate 0.028% among 370,000; AID 624246, 2012; active = well fitted inhibition curve with a large enough effect in the polarisation, with a control signal flat; inconclusive = small, poorly fitted or top-dose-only effect, or effect the other way, or a change in a side signal; inactive = no such curve, though single readings can be large or run the other way; the % refers to the polarisation;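 also: polarization taken with two DNA probes labelled with fluorescein and Texas red; potency is read from the fitted curve at half-maximal effect; % of control where 0% means no effect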
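His-tagged ERG Ets domain (1 uM in the protein solution; 300mM KCl, 50mM Tris-HCl, 1mM EDTA, 1mM DTT, pH 7.5) received compound, then a probe mix of 5 nM fluorescein-DNA and 100nM Texas-615-DNA. Fluorescence polarization was read for both dyes.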
GLS inh: qHTS for Inhibitors of Glutaminase (GLS). Glutaminase kidney isoform, mitochondrial (Homo sapiens), O94925. GLS enzymatic activity, qHTS titration. Potency, µM (titrated, usually from 45.5 µM), for the others: at the top dose activity change, negative = inhibition, usual class: inhibitors. hit rate 0.21% among 410,000. AID 624170, 2012; also: potency is read from the fitted curve at half-maximal effect; % is scaled to controls: 0 for no effect and ±100 for the full control effect
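Assay buffer: 45 mM KH2PO4 pH 8.2, 0.02% Tween-20. hKGA acts on L-glutamine (1 mM solution added); product glutamate is reported by an oxidase/peroxidase Amplex Red coupling, with fluorescence taken at baseline and 30 min.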
BAZ2B block: qHTS Assay for Inhibitors of BAZ2B; Bromodomain adjacent to zinc finger domain protein 2B (Homo sapiens), Q9UIF8; AlphaScreen BAZ2B-H3K14Ac peptide displacement; Potency, µM (doses to about 114 µM), for the others: top-dose activity change, negative = inhibition, most hits filed as inhibitors; hit rate 4.4% among 360,000; AID 504333, 2011; also: potency is read from the fitted curve at half-maximal effect; % is scaled to controls: 0 for no effect and ±100 for the full control effect; nearly all actives have a fitted effect of over 60% in size
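BAZ2B (50 nM) with biotin-H3(5-23)K14Ac peptide (50 nM) in PBS pH 7.4, 0.01% Tween-20, preformed 30 min, then compound 30 min at room temperature; top concentration 110uM. AlphaScreen streptavidin donor/nickel chelate acceptor beads (10 ug/mL final), 20 min dark, signal read.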
JMJD2A Tudor inh: qHTS Assay for Inhibitors of JMJD2A-Tudor Domain | AlphaScreen JMJD2A-Tudor / H3K4me3 peptide binding | Potency, µM (series often up to 114 µM), without a hit: at the top dose activity change, negative = inhibition, actives largely listed as inhibitors | hit rate 4.4% among 390,000; also: potency is read from the fitted curve at half-maximal effect; % is scaled to controls: 0 for no effect and ±100 for the full control effect; nearly all actives have a fitted effect of over 50% in size
PI4K2A block: qHTS for small molecular inhibitors of PI4K2A; Phosphatidylinositol 4-kinase type 2-alpha (Homo sapiens), Q9BTU6; purified PI4K2A, ADP-Glo luminescence, 1 h; hits give low values; activity change, negative = inhibition, % at 76.9 µM; hit rate 0.13% among 420,000; AID 1346378, 2018; in the data active = activity change below about -50%; inconclusive = mostly about -30% to -49%;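 also: -100% = wells without enzyme as full effect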
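PI4K2A activity was measured by ADP-Glo luminescence: enzyme (4 ug/mL stock) and phosphatidylinositol (1.2 mM stock) in Tris pH 7.5/MgCl2/EGTA/Triton X-100 buffer were reacted with ATP (300 microM stock) for one hour at ambient temperature.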
Starred values were filed as active, the others as inactive; i = inactive; ? = inconclusive; nt = not tested or not shown; [ ] = remark or other dose. Unless noted, calls follow the shape of the dose curve; as a rule, active = well fitted curve in the direction sought with a large enough effect; inconclusive = small, poorly fitted or top-dose-only effect, or another doubt; inactive = no such curve, though single readings can be large; an effect the other way counts as inactive or inconclusive.

The line under a structure holds: G9a block, HP1b binding inh, Tb PGK inh, Pin1 inh, ERG Ets-DNA blk, GLS inh, BAZ2B block, JMJD2A Tudor inh, PI4K2A block
> CCN(CC(=O)Nc1c(F)cccc1F)C(=O)c1nc2nccc(C)n2n1
 : -2%[59 µM], 29%, i, -7%, 5%, 1%, 8%, -33%, -2
> CCn1c(CNC(=O)C23CC4CC(CC(C4)C2)C3)nnc1SCC(=O)Nc1ccc(C)cc1
 : 2%[59 µM], 23%, 0%, 1%, 1%, 6%, -12%, -3%, 2
> Cn1c(N)c(C(=O)COC(=O)Cc2ccc(Br)cc2)c(=O)n(C)c1=O
 : nt, 20%, 4%, -1%, -2%, -6%, nt, -4%, -4
> COc1ccccc1/C=N/NC(=O)c1sc(C)nc1C
 : 21%[59 µM], 7%, 0%, 1%, 4%, 15%, 2%, -8%, 2
> CC1=C2C(=O)OC(c3ccoc3)C2(C)CCC1 (stereo unspecified)
 : 11%[2.33 µM], 38%, i, -1%, 6%, -3%, 4%, 1%, -13
> Cc1ccc(OCCNC(=O)/C=C/c2ccc([N+](=O)[O-])cc2)cc1C
 : -15%[12.7 µM], -11%, -1%, 7%, -2%, -1%, -4%[57.1 µM], -27%[57.1 µM], -8
> CCOC(=O)C1=C(CN2CCN(C(=O)c3ccco3)CC2)NC(=O)NC1c1ccccc1 (stereo unspecified)
 : -48%, 42%[activator], -1%, 2%, -21%, -3%, -10%, 20%, 2
> CCOC(=O)C1CCN(C(=O)CCc2ccc(S(=O)(=O)NC(C)C)cc2)CC1
 : -10%, 30%, i, -1%, -3%, -3%, 0%, -11%, 5
> CCOC(=O)C1=C(O)C(=O)N(Cc2ccccc2)CC1
 : -25%, 28%, i, -4%, 14%, 4%, 1%, -17%, 0
> Cc1ccc2c(c1)C(=O)CCCCC(=O)N2
 : 7%[12.7 µM], 26%, -6%, -11%, 1%, 12%, 5%, -6%, 1
> Cc1ccnc(SCC(=O)Nc2sccc2C#N)n1
 : -32%, 28%, -5%, 9%, 4%, -2%, 50µM*, -34%, -1
> O=C(NCC1CCCO1)C1CCN(C2CCN(C3CCCCCC3)CC2)CC1 (stereo unspecified)
 : 5%, 34%, -7%, -13%, 8%, -3%, -20%, -3%, 1
> CSc1ccc(Cl)c(C(=O)OCC(=O)N2CCNC2=O)c1
 : 12%[12.7 µM], 38%, -1%, 1%, -15%, 2%, 14%, -15%, 1
> Cc1ccc(CCNC(=O)c2ccc(CS(=O)(=O)Cc3ccc(Cl)cc3)o2)cc1
 : 0%[59 µM], 0%, i, 17%, -1%, 8%, 3%, -11%, 0
> Cc1ncc(CC(=O)n2cc(C(=O)c3cc(F)ccc3O)cn2)s1
 : -3%[12.7 µM], 32%[activator], 8%, 6%, -3%, 22%, 5%, -4%, 4
> CCN1CCN(c2ccc(NC(=O)Cc3ccccc3)cc2)CC1
 : -33%[12.7 µM], 22%, -4%, -4%, -3%, 72%[activator], -35%, -11%, 6
> Cc1ccc(-c2nc(C(=O)Nc3cccc(C#N)c3)c3n2CCCCC3)cc1
 : 10%[59 µM], 59%[activator], -11%, 3%, 8%, 7%, 14%, 0%, -8
> O=C(c1cccc(C(=O)N2CCN(c3ccccc3)CC2)c1)N1CCN(c2ccccc2)CC1
 : -1%[59 µM], 7%, 0%, 2%, -1%, 17%, -34%, -34%, -5
> CCN(CC)S(=O)(=O)c1ccc(N2CCN(S(=O)(=O)c3ccc4c(c3)OCCO4)CC2)nc1
 : ?, 7%, -3%, 10%, -1%, 1%, 3%, -7%, 12
> O=C(NC(=S)Nc1ccc(S(=O)(=O)N2CCCCC2)cc1)c1ccccc1
 : -1%[2.33 µM], -6%, i, 0%, 1%, 15%, -1%, -24%, -10
> CC(C)(C)c1[nH]nc2c1C(C1C=CCCC1)C(C#N)=C(N)O2 (stereo unspecified)
 : ?, 0%, -8%, ?, -5%, 28%, -8%, 7%[57.1 µM], 3
> NC(=O)C1CCCN(C(=O)CCC(=O)c2cccs2)C1 (stereo unspecified)
 : nt, 27%, -9%, 0%, -11%, 3%, nt, -10%, -2
> CC(C)(C)c1ccc(S(=O)(=O)N2CCN(C(=O)C3CCC3)CC2)cc1
 : 19%, 12%, -11%, -7%, 5%, 1%, -10%, -11%, -6
> FC(F)(F)c1cc(-c2ccccc2)nc2cc(-c3ccccc3)nn12
 : 45%[59 µM], 47%[activator], -7%, 0%, -2%, 7%, 12%, 41%[activator], -2
> CC(=O)Nc1ccc(Oc2cc(N)cc([N+](=O)[O-])c2)cc1
 : 9%, 32%, 8%, 7%, -1%, -3%, -1%, -14%, 3
> CCCNC(=O)c1ccc2c(=O)c(O)c(-c3ccsc3)[nH]c2c1
 : ?, 54%[activator], 1%, ?, 3%, 17%, -36%, -3%, 0
> Cc1cccc(C)c1NC(=O)COC(=O)c1cc[n+]([O-])cc1
 : -4%[0.501 µM], 40%[activator], i, -2%, -8%, 1%, 3%, -8%, 5
> COc1ccc(OC)c(S(=O)(=O)Nc2c(C)nn(C)c2C)c1
 : 4%[12.7 µM], 39%[activator], -3%, -4%, 0%, 15%, 0%, -14%, -5
> Cc1c(-c2nc(-c3ccc4c(c3)OCO4)no2)nnn1-c1ccc(Br)cc1F
 : 7%[59 µM], 45%[activator], nt, -6%, 1%, 1%, -13%, -11%, 1
> COc1ccc(CNC(=O)C2CCC(CNC(=O)[C@@H]3Cc4ccccc4CN3)CC2)cc1 (stereo partly specified)
 : nt, 59%[activator], 2%, -2%, 10%, 9%, -3%, -12%, 0
> C=CCN1CC(c2nc3ccccc3n2Cc2cccc3ccccc23)CC1=O (stereo unspecified)
 : 32%[59 µM], 4%, 6%, 0%, -2%, 2%, -19%[57.1 µM], -27%, -5
> CCOc1ccc(-n2cnc3c(=O)[nH]c(N)nc32)cc1
 : 6%, 30%, -5%, 2%, -6%, -5%, -38%, -16%, -1
> O=C(C1CCN(S(=O)(=O)c2ccc(Br)s2)CC1)N1CCN(C2CCCCC2)CC1
 : -34%, -22%, -1%, -2%, 2%, 5%, ?, -24%, 3
> COc1ccc(N2C(=O)C(O)C2c2ccc(C)cc2)cc1 (stereo unspecified)
 : 3%[59 µM], 2%, -3%, 4%, nt, 6%, 5%, -19%, 9
> CC1CCC(Nc2nc3c(-c4cccc(C(F)(F)F)c4)nnn3c3ccccc23)CC1 (stereo unspecified)
 : 74%[activator][59 µM], 164%[activator], -6%, -2%, -3%, -4%, 45%[activator], 21%, 13
> O=C(NNC(=O)c1csc(-c2cccnc2)n1)Nc1ccc(Cl)cc1
 : 0%, 66%[activator], -5%, 13%, 4%, 13%, ?, -11%, -3
> O=C(COc1ccc(S(=O)(=O)NC2CCCCC2)cc1)NC1CCCC1
 : -11%[0.501 µM], 70%[activator], i, -3%, -1%, -16%, 4%, -5%, 6
> Cc1ccc(S(=O)(=O)N2CCCC2)cc1S(=O)(=O)N1CCCC1
 : -10%, 48%[activator], -6%, -1%, 9%, 11%, -3%, -9%, -5
> CC1=C(C(=O)Nc2cc(C)ccc2C)C(c2cccs2)NC(=S)N1 (stereo unspecified)
 : 44%[0.501 µM], 35%, -3%, 4%, 3%, 3%, -9%, -10%, 1
> O=C(CCn1nc(-c2ccccc2)ccc1=O)NCCCN1CCCCCC1
 : nt, 15%, 0%, 1%, -6%, -4%, 79µM*, ?, -3
> CCOC(=O)c1cccc(NC(=O)CS(=O)(=O)Cc2nc(-c3cccc(OC)c3)oc2C)c1
 : -1%[12.7 µM], 8%, -8%, 0%, -8%, -1%, 3%, -7%, -11
> Cc1ccc(C)c(-n2cc(CN3CCN(C(=O)c4ncn[nH]4)CC3)c(-c3ccccc3)n2)c1
 : nt, 22%, 6%, -4%, 1%, 0%, -5%, -24%, 2
> CN(C)C(CNc1ncnc2sccc12)c1ccccc1 (stereo unspecified)
 : -3%, -15%, -3%, -9%, -7%, 0%, 13%, -15%, 1

Some entries already given, showing only HP1b binding inh:
Structure | HP1b binding inh
Cc1ccc(C)c(-n2cc(CN3CCN(C(=O)c4ncn[nH]4)CC3)c(-c3ccccc3)n2)c1 | 22%
CN(C)C(CNc1ncnc2sccc12)c1ccccc1 (stereo unspecified) | -15%
